# Screens (PubChem)
# DRD3 antagonist = D3 dopamine receptor (human) antagonism; P35462; D3R cells, DiscoveRx beta-arrestin luminescence, antagonist mode; hits give low values; max response, negative = inhibition, %; hit rate 2.5% among 360,000; AID 652054; in the data active = max response below about -50%; inconclusive = no clear call, values can overlap the other calls; note: % is set by controls: 0 for no effect and ±100 for the full control effect; mostly tested at two doses, the higher about 12 µM
# Target sequence (P35462 whole entry, looked up): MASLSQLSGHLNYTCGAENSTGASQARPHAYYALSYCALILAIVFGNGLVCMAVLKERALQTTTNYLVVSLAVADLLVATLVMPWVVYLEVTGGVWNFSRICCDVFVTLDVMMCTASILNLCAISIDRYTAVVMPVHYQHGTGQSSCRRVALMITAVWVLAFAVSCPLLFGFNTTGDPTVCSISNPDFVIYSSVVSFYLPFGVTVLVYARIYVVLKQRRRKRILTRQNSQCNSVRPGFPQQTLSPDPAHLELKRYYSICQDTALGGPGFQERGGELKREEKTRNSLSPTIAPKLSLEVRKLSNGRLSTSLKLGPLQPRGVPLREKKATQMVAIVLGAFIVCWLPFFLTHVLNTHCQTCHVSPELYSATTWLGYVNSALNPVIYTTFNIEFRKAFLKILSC
#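 Cells expressing the human receptor were seeded at 1500 cells/well, incubated overnight at 37 degrees C in 5% CO2, then exposed to library compounds with dopamine controls for 90 minutes at 37 degrees C before luminescent detection.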
# D3 ag = activates the human D3 dopamine receptor; P35462; max activation, %; D3R DiscoveRx beta-arrestin cells, luminescence, 90 min; hit rate 0.58% among 410,000; in the data active = max activation above about 30%; note: 0% is about no effect; mostly tested at two doses, the higher about 12 µM
#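 Agonist-mode cell screen: cells plated at 1500/well and incubated overnight at 37 °C, then exposed to library compounds for 90 min at 37 °C. Detection reagent was added for 30–60 min at room temperature, and luminescence was read.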
# PTHR1 agonist = activates the human parathyroid hormone receptor PTHR1 | hit rate 0.075% among 410,000 | Potency, µM (series often up to 115 µM), without a hit: top-dose activation, actives largely listed as activators | Q03431 | HEK293 GP2 PTHR1 cells, GloSensor cAMP luminescence, 1 h; note: potency is the fitted concentration of half-maximal effect; nearly all actives have a fitted effect of over 55% in size; some results filed as inactive show a strong effect at the top dose; inactives centre near -15; many of its hits are not listed in these tables
# Target sequence (Q03431 whole entry, looked up): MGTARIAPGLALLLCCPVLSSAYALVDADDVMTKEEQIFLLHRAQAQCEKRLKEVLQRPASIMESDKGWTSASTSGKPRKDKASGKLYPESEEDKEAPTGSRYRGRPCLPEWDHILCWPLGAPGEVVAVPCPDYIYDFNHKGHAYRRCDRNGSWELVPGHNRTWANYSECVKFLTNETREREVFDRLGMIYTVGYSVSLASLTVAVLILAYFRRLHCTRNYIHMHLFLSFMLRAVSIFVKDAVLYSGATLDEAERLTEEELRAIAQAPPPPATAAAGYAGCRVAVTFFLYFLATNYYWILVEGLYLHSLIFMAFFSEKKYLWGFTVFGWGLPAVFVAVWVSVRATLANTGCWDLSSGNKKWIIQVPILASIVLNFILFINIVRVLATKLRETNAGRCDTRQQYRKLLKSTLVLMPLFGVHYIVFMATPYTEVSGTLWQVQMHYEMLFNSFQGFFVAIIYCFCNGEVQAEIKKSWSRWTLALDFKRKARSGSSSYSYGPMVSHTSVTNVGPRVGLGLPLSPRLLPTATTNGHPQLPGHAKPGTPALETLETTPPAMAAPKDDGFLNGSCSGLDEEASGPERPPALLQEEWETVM
#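 HEK-293-derived GP2 cells expressing PTHR1 and a GloSensor cAMP reporter, 3,000/well, plated overnight, given luciferin plus IBMX (each 0.5 mM as added) for 1 h at 37 °C, then compound for 1 h at 37 °C. Luminescence was read after 15 min at room temperature.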
# MmCpn inh = blocks the Methanococcus maripaludis chaperonin Mm-Cpn | Potency, µM (series often up to 76.9 µM), for inactives: at the highest dose activity, negative = inhibition, hits mostly inhibitors | hit rate 0.031% among 330,000 | purified Mm-Cpn ATPase, ADP Transcreener TR-FRET | AID 504842; note: potency is the fitted concentration of half-maximal effect; % is set by controls: 0 for no effect and ±100 for the full control effect; nearly all actives have a fitted effect of over 80% in size
#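 Quantitative HTS used 25 nM Mm-CPN and 10 uM ATP in magnesium/KCl Tris buffer, pH 7.4, with 1 mM DTT. Hydrolysis ran 30 min at 37°C; ADP was read by HTRF.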
# pAkt inh = blocks phosphorylation of Akt. Neuro2A IGF-stimulated pAkt S473 HTRF, 20 min; hits give low values. activity change, % for hits at 50 µM. AID 651550. hit rate 0.32% among 360,000; in the data active = activity change below about -80%; inconclusive = mostly about -51% to -80%; note: % is set by controls: 0 for no effect and ±100 for the full control effect
#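 Single-point screen (50 µM final compound) in Neuro2A cells stimulated 20 min with 6 nM IGF at 37 deg C. After lysis, Ser473-phosphorylated Akt read by HTRF (ex 330 nm, em 615/665 nm) as the 665/615 ratio.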
# EPAC2 antagonist = antagonists of human EPAC2; Potency, µM (highest dose often 114 µM), for the others: top-dose activity, negative = inhibition, actives largely listed as inhibitors; AID 720708; hit rate 0.18% among 360,000; EPAC2 GEF exchange of Rap1B-BODIPY-GDP, fluorescence; note: potency is the fitted concentration of half-maximal effect; % is set by controls: 0 for no effect and ±100 for the full control effect; nearly all actives have a fitted effect of over 45% in size; many of its hits are not listed in these tables
# EPAC2 agonist = activates human EPAC2 exchange factor. Potency, µM (doses to about 154 µM), without a hit: top-dose activation, hits mostly activators. hit rate 0.079% among 360,000. EPAC2 activation, biochemical qHTS; response scale: 100% = 6.5 mM cAMP response; note: potency is the fitted concentration of half-maximal effect; nearly all actives have a fitted effect of over 50% in size
#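 EPAC2 (100 nM) mixed with Rap1B loaded with BODIPY-GDP (250 nM) plus 50 uM unlabeled GDP; compounds pinned in, 5 min RT, then read every 5 min for 30 min (ex 480, em 540 nm). Normalized to cAMP control.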
# CCT chaperon mod = changes cytosolic chaperonin activity; purified chaperonin ATPase assay, HTRF ADP detection, 30 min; activity change, % (test concentration not listed), hits read low; hit rate 0.3% among 360,000; AID 651819; in the data active = activity change below about -30%; note: % is set by controls: 0 for no effect and ±100 for the full control effect
#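 First, chaperonin was dispensed at 40 nM or 20 nM final depending on batch activity. Next, compounds were pinned at 76 uM and ATP added at 10 uM. After 30 min at 37 °C, ADP detection reagents ran 30 min at ambient temperature.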
# Starred values were filed as active, the others as inactive; i = inactive; ? = inconclusive; . = not tested or not shown; & = joins results of further samples; [ ] = remark or other dose. Unless noted, calls come from the whole dose curve; as a rule, active = well fitted curve in the direction sought with a large enough effect; inconclusive = small, poorly fitted or top-dose-only effect, or another doubt; inactive = no such curve, though single readings can be large; an effect the other way counts as inactive or inconclusive. This is a subset, so the mix of outcomes need not match the whole.
# The line under a structure holds: DRD3 antagonist	D3 ag	PTHR1 agonist	MmCpn inh	pAkt inh	EPAC2 antagonist	EPAC2 agonist	CCT chaperon mod
CC(Sc1nc2ccccc2c(=O)n1C)C(=O)N(C)C1CCCCC1 (stereo not drawn)
  -4	10	-41%[inhibitor]	-3%	i	-3%	14%	-1.8
O=C(CSc1ccc(F)cc1)Nc1ccc(Br)cc1
  -18	0	-48%[inhibitor]	-1%	i	-20%	17%	-2.5
COc1ccc(-c2noc(CCCc3ccccc3)n2)cc1OC
  25	-4	-20%	2%	i	-4%	17%	-3.0
Cn1cc(S(=O)(=O)CC(=O)Nc2ccc3c(c2)OCO3)c2ccccc21
  14	4	-1%[57.5 µM]	-1%	.	11%	5%	-2.5
NS(=O)(=O)c1ccc(CNC(=O)CNC(=O)c2ccc(Br)o2)cc1
  -7	27	-8%	-2%	i	8%	4%	-3.9
Cc1cc2cc(CCNC(=O)c3ccc(C)c([N+](=O)[O-])c3)c(=O)[nH]c2cc1C
  6	2	-7%	2%	i	1%	-3%	-1.4
O=C(COc1ccccc1)NCc1cccs1
  3	-7	29%[57.5 µM]	1%	i	-1%	7%	-0.4
CCOc1ccc(-c2c(=O)n(OCc3ccccn3)c3ccccc3[n+]2[O-])cc1
  9	0	-21%[57.5 µM]	1%	i	-3%	5%	-4.9
COc1ccc(NC(=O)CSCC(=O)Nc2ccccc2N2CCCCC2)cc1
  4	-8	i	0%	i	-12%	17%	-0.2
COc1ccc([N+](=O)[O-])cc1NC(=O)Nc1ccccc1
  -20	-20	-18%	2%	i	-9%	-9%	0.1
CC1(C(=O)NCc2cc(F)cc(C(F)(F)F)c2)C=CC2(CCCCC2)N1C(=O)c1ccccc1 (stereo not drawn)
  20	10	-33%[inhibitor]	-1%	i	8%	-11%	-0.8
CC(CCCC(C)(C)O)NC(=O)c1ccc(OC2CCN(C(=O)C3CC3)CC2)cc1 (stereo not drawn)
  9	8	-14%	6%	i	9%	2%	-4.3
CCCCC#Cc1cncc(C(=O)N/N=C/c2cccc(OC)c2)c1
  -9	0	i	1%	i	-27%	12%	-2.2
Cc1ccc(N(CC(=O)NCCSCc2ccco2)S(=O)(=O)c2ccc(F)cc2)cc1
  11	-1	i	-3%	i	-1%	2%	-1.3
Cc1c(-c2ccccc2)cn2c1-c1ccc(C)n1CC2
  -27	-2	-3%[57.5 µM]	1%	i	-2%	3%	-1.5
O=C(COC(=O)C1COc2ccccc2O1)NC(=O)Nc1ccc2c(c1)OCCO2 (stereo not drawn)
  -16	2	i	1%	i	-5%	-2%	-0.3
CCc1ccc(CNC(=O)Cn2nc(-c3ccccc3)ccc2=O)cc1
  -12	-6	-22%	-1%	i	-8%	12%	-4.7
COc1cc(/C=C/C(=O)OCC(=O)NC2CC2)cc(S(=O)(=O)N2CCc3ccccc32)c1OC
  3	8	i	-5%	i	-6%	13%	-1.2
O=C(Nc1nc(-c2ccccn2)cs1)C1CCCC1
  -13	-13	-16%	0%	i	-11%	-9%	1.0
COc1cc2c(cc1OC)-c1cc(Nc3ccc(C(=O)O)cc3)nc(=O)n1CC2
  -12	-19	-23%	0%	i	26%	4%	-4.9
Nc1nnc(SCC(=O)N2CCN(c3ccccc3)CC2)s1
  12	0	i	0%	i	8%	2%	-2.6
CC(OC(=O)CC1CC2CCC1C2)C(=O)Nc1cccc(S(=O)(=O)N2CCOCC2)c1 (stereo not drawn)
  0	-3	-37%	-1%	i	-16%	7%	0.2
COc1ccc(NC(=O)CCN2C(=O)C3CC=C(Cl)CC3C2=O)cc1 (stereo not drawn)
  6	2	i	1%	i	7%	3%	-0.5
Cc1nn(C)cc1CNCc1c(C(=O)N2CCCCC2)nc2c(C)cccn12
  9	4	-25%	0%	i	2%	1%	-2.2
CC1CCN(C(=O)c2ccc(N3C(=O)c4ccccc4C3=O)cc2)CC1
  -3	-2	-23%	0%	i	2%	4%	1.1
CCOC(=O)c1c(NC(=O)COc2ccccc2F)sc2c1CC(C)(C)NC2(C)C
  18	7	i	-2%	i	-3%	5%	0.8
CCOc1ccc(CCNC(=O)CSc2cc(=O)n(CC)c3ccccc23)cc1OCC
  0	-5	i	0%	i	4%	-10%	1.0
Cn1c(SC2C(=O)CC(C)(C)CC2=O)nnc1-c1ccco1
  -14	-5	-19%[57.5 µM]	-1%	i	-2%	2%	-2.1
Cc1cc(N2CCC(C(N)=O)CC2)nc(-c2ccccc2)n1
  17	-10	-22%[57.5 µM]	1%	i	-2%	8%	-0.7
O=C(COc1ccc(C(=S)N2CCCC2)cc1)Nc1ccc(F)cc1
  -18	-5	-8%	?	i	3%	4%	1.9
CCCc1cc(=O)oc2c(C)c(OCC(=O)NCCN3CCOCC3)ccc12
  -5	4	-38%[inhibitor]	0%	i	-2%	9%	-2.9
Cc1ccc2[nH]c(=O)c(CN(Cc3cccnc3)C(=O)c3ccncc3)cc2c1
  15	12	i	1%	i	12%	-3%	-0.2
N#Cc1ccccc1NC(=S)NC(=O)C1CCC1
  7	-5	i	?	i	-13%	-3%	-2.3
O=C(NC1CC1)C1CCN(C2CCN(C(=O)CCOc3ccccc3)CC2)CC1
  0	-8	-12%	2%	i	8%	11%	-4.4
CC(C)(CNS(=O)(=O)c1ccc(Br)s1)N1CCOCC1
  7	-4	i	-4%	i	16%	3%	-4.7
CC(=O)Nc1ccc(Nc2ncnc3c2nnn3Cc2ccccc2Cl)cc1
  -10	11	-10%	1%	i	2%	2%	-3.7
COc1cc(C(C)=O)ccc1OCC(O)Cn1nc(C)c(Br)c1C (stereo not drawn)
  -1	-10	-12%	0%	i	13%	11%	0.6
CCc1ncc(C(=O)c2ccc(OC)cc2)n1C
  -8	-2	?	1%	i	-7%	10%	1.6
CC(C)(C)c1csc(NC(=O)Cn2c(=O)oc3ccccc32)n1
  0	8	-13%[57.5 µM]	2%	i	0%	17%	0.5
CCOC(=O)[C@]12CCC=C1N(Cc1ccccc1)C(=O)[C@H](CC(=O)N1CCSCC1)C2
  8	1	-25%	.	i	8%	10%	0.8
C[N+]1(CCN2C(=O)C3CC=C(Cl)CC3C2=O)CCOCC1 (stereo not drawn)
  -21	4	-10%[57.5 µM]	1%	i	10%	-13%	0.0
C/C(CC(=O)Nc1cc(C)ccn1)=N\NC(=O)c1cccc(F)c1
  -6	-12	?	-3%	i	7%	0%	-0.4
COc1cccc(C(=O)OCCN2C(=O)c3ccccc3C2=O)c1OC
  7	-3	-16%	1%	i	-3%	1%	-1.3
CCOC(=O)CNC(=O)C(Cc1ccccc1)NC(=O)OCc1ccccc1 (stereo not drawn)
  -12	-3	-14%	1%	i	2%	9%	-4.5
CC(C)(C)C1=C(C#N)C(c2cccnc2)C(C#N)=C(N)O1 (stereo not drawn)
  -2	2	i	-1%	i	7%	1%	-2.1
Cc1ccc(C)c(-n2ccnc2SCC(=O)c2c(N)n(C3CC3)c(=O)[nH]c2=O)c1
  -9	0	?	-3%	i	-7%	5%	-0.6
CCc1ccccc1N1CC(C(=O)Nc2cc(C)on2)CC1=O (stereo not drawn)
  5	12	i	2%	i	4%	-3%	0.8
C=CCn1c(O)c(C=Nc2ccccc2)sc1=S
  -16	-9	-26%	-3%	i	12%	-4%	-1.9
Cc1nc(N2CCNCC2)c2c3c(sc2n1)CCCC3
  0	1	i	1%	i	-8%	5%	-0.4
CC(=O)Nc1ccc(S(=O)(=O)N2CCN=C2SCc2ccc(F)cc2)cc1
  22	3	-11%	0%	i	-8%	4%	-0.8
CC(=O)/C(=C/N(C)C)C(=O)Nc1ccc(Cl)cc1Cl
  -2	-4	-26%	-9%	i	-12%	11%	0.1
COc1ccc(NC(=O)c2c(SC)nsc2SC)cc1
  -5	-4	i	-4%	i	0%	-13%	-4.4
COC(=O)c1ccc(Cl)c(S(=O)(=O)N2CCCC2)c1
  1	-9	i	2%	i	6%	8%	1.9
O=C(/C=C/c1cccnc1)c1cc(F)ccc1O
  -19	-15	-74%[inhibitor]	1%	i	19%	3%	-0.8
Cc1ccc(S(=O)(=O)N2CCC(C(=O)N3CCN(c4ccccn4)CC3)CC2)cc1
  -7	-15	-5%	-3%	i	7%	1%	-3.7
O=c1ccccn1CCOc1ccccc1Cl
  3	1	i	3%	i	-2%	2%	-0.3
Cn1c(C(=O)O)cc2cc(F)ccc21
  -1	1	i	3%	i	-4%[57.1 µM]	5%	-11
Cc1cc(NC(=O)CSc2nc3c(C)c(C)ccc3cc2C)no1
  15	-7	i	-1%	i	5%	4%	-1.7
Nc1nc(NC(=O)/C=C/c2ccc(F)cc2)nn1-c1ccccc1
  ?	-31	-10%	0%	i	7%	-3%	-0.8
CC(=O)c1sc(-c2ccccc2)cc1N
  -4	-5	i	-29%	i	-17%	14%	-4.0

# Other results.
# The line under a structure holds: DRD3 antagonist	D3 ag	PTHR1 agonist	MmCpn inh	pAkt inh	EPAC2 antagonist	EPAC2 agonist	CCT chaperon mod
CCC(=O)Nc1nnc(S(=O)(=O)N2CCc3ccccc32)s1
  0	-4&1	-18%	3%	i	1%	4%	-1.6
O=C(COc1ccc(Cl)cc1)NC(=S)Nc1ccccc1N1CCOCC1
  12	2	-14%	2%	i	0%	1%	-3.4
CCCC(=O)N1CCC1(C)C(=O)Nc1ccc2scnc2c1 (stereo not drawn)
  1	-4	i	.	i	-6%	11%	-1.1
COc1ccc(/C=C2\SC(=S)N(NC(=O)c3csc4c3CCCC4)C2=O)cc1
  -9	-5	-11%	2%	i	-1%	12%	1.8
COc1ccc(C(C[N+](=O)[O-])c2c(C)[nH]n(-c3ccccc3)c2=O)cc1 (stereo not drawn)
  -17	2	-17%	-26%	i	7%	-1%	-0.2

# Single records, as listed above. Values in the order: DRD3 antagonist | D3 ag | PTHR1 agonist | MmCpn inh | pAkt inh | EPAC2 antagonist | EPAC2 agonist | CCT chaperon mod
# Entry for CCCC(=O)N1CCC1(C)C(=O)Nc1ccc2scnc2c1 (stereo not drawn) → 1 | -4 | i | . | i | -6% | 11% | -1.1
# Entry for CCC(=O)Nc1nnc(S(=O)(=O)N2CCc3ccccc32)s1 → 0 | -4&1 | -18% | 3% | i | 1% | 4% | -1.6
# Entry for COc1ccc(/C=C2\SC(=S)N(NC(=O)c3csc4c3CCCC4)C2=O)cc1 → -9 | -5 | -11% | 2% | i | -1% | 12% | 1.8
